MLLE-PAM2 inh: inhibitors of PABP1 MLLE–PAM2 peptide binding, primary screen, biochemical, fluorescence polarization, FITC-PAM2, GST-MLLE; Polyadenylate-binding protein 1 (Homo sapiens), P11940; actives 0.36% (n = 360,000); inhibition, % at 20 µM; in the data active = inhibition above about 35%, passing the limit was not always enough;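 note: plate controls were DMSO wells with GST-MLLE for no effect and wells lacking GST-MLLE protein for full effect; some results filed as inactive read as strong as hits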
Rin1-Abl PPI inh: inhibitors of Rin1-Abl protein binding, primary screen, biochemical, TR-FRET; inhibition, % at 7.35 µM; actives 0.4% (n = 360,000); in the data active = inhibition above about 5%, passing the limit was not always enough
Neddyl block: inhibitors of cullin neddylation, primary screen, biochemical, TR-FRET, uHTS, NAE and Ubc12. actives 0.58% (n = 360,000). NEDD8-conjugating enzyme Ubc12 (Homo sapiens) + NEDD8-activating enzyme E1 regulatory …. AID 651699, 2012. calls only at 25 µM; in the data active = inhibition above about 36%
MT1-MMP act inh: blockers of MT1-MMP proenzyme processing, primary screen, HT1080 RFP-PRO-GFP cells, GFP/RFP fluorescence | Matrix metalloproteinase-14 (Homo sapiens), P50281 | actives 0.061% (n = 360,000) | GFP/RFP ratio fluorescence, overnight; percent of plate control window, DMSO zero | GFP/RFP ratio change, % at 20 µM | AID 651647, 2012;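 active = GFP/RFP ratio change of at least 30% with cell ATP level not reduced by more than half and red fluorescence within 50% of control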; note: strong numbers were not always called active
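Test system: HT1080 cells expressing an RFP-PRO-GFP fluorescent reporter construct / Compound dosing: single-point 20 µM compound, 1% DMSO / Schedule: cells overnight before dosing, compound overnight, 37 °C, 5% CO2 / Evaluation: GFP/RFP fluorescence ratio / Control set: DMSO and RFP-L50D-GFP cell wells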
FAS TE block: FAS thioesterase domain inhibitors, primary screen, biochemical, fluorescence intensity, uHTS. Fatty acid synthase (Homo sapiens), P49327. recombinant FAS-TE, OMFH fluorogenic substrate, fluorescence endpoint. inhibition, % at 15 µM. actives 0.67% (n = 360,000);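 active = compounds whose normalised, plate-corrected inhibition of enzyme fluorescence in the single-dose primary screen is 50% or more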;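 note: 0% = DMSO with enzyme and 100% = substrate without enzyme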
CendR NRP1 mod: modulators of CendR peptide binding to NRP-1, primary screen, biochemical, fluorescence polarization, uHTS; inhibition, % at 25 µM; actives 0.85% (n = 360,000); AID 602438, 2012; FAM-RPARPAR peptide binding to NRP-1;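 active = inhibition or corrected inhibition above about 18%, plus a signal ratio from 0.5 to 1.5, limit read from the data, passing the limit was not always enough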; note: strong numbers were not always called active
MsrA act: bovine MsrA enzyme activators, primary screen, biochemical, absorbance, HTS; purified bovine MsrA, absorbance read-out; activation, % at 10.6 µM; actives 0.3% (n = 360,000); AID 602163, 2012; in the data active = activation above about 7.5%;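 note: 0% = vehicle and 100% = reference activator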
SKN-1 inh: suppressors of acrylamide-induced Pgst-4::GFP reporter in worms, primary screen, SKN-1 inhibitor project, whole organism, uHTS, GFP/RFP fluorescence ratio, strain VP596 | AID 624304, 2012 | actives 0.49% (n = 360,000) | C. elegans VP596 Pgst-4::GFP/RFP ratio, 24 h | inhibition, % at 21.8 µM;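 active = interference check ratio from 0.5 to 1.5 plus GFP to RFP signal ratio inhibition reaching or exceeding a fixed threshold, cut at about 30% in these data, passing the limit was not always enough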; note: some compounds called inactive have numbers as strong as hits
E coli Lon inh: inhibitors of E. coli Lon protease, primary screen, biochemical, fluorescence polarization. P0A9M0. purified E. coli Lon protease. inhibition, % at 7.94 µM. actives 0.42% (n = 360,000); in the data active = inhibition above about 13%, passing the limit was not always enough;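 note: 0% = enzyme with probe and DMSO and 100% = no enzyme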
* hit, by the source's call; i = inactive; . = not tested or not shown; + = active, no number.

SMILES	MLLE-PAM2 inh	Rin1-Abl PPI inh	Neddyl block	MT1-MMP act inh	FAS TE block	CendR NRP1 mod	MsrA act	SKN-1 inh	E coli Lon inh
C[C@H](CO)N1C[C@H](C)[C@@H](CN(C)Cc2ccc(-c3ccccc3)cc2)Oc2c(NS(=O)(=O)c3ccc(F)cc3)cccc2C1=O	0.2	9.1*	i	14.1	21.8	16.8	-3.2	10.9	-6.7
CCOc1ccc2ccccc2c1/C=N/NC(=O)CNC(=O)c1ccccc1O	-7.4	1.0	i	-2.8	10.7	-8.0	2.0	20.2	0.3
Cc1ccc(OCC(=O)N/N=C/c2ccco2)cc1	-1.4	0.5	i	6.9	-7.6	11.7	-3.5	-0.6	-3.7
CCCCc1nc2cc(C(=O)NC3CCOC(C)(C)C3)ccc2o1 (centres undefined)	-1.1	0.5	i	3.7	4.3	10.3	-2.4	1.8	13.2
C=CCSc1nc2c(c(=O)[nH]c(=O)n2C)n1Cc1ccccc1	5.0	2.1	i	0.1	0.1	7.5	-3.8	15.0	-2.8
COc1ccc(CN2CCCC2C(=O)Nc2ccc(OC)c(OC)c2)cc1OC (centres undefined)	-3.6	0.3	i	8.8	-7.8	6.4	-8.8	-5.7	4.0
C=CCN([C@@H](CC(C)C)C(=O)OC)S(=O)(=O)N(CC=C)[C@@H](CC(C)C)C(=O)OC	-8.9	0.3	i	-3.7	11.7	-7.4	0.7	13.0	4.1
COc1ccccc1N1C(=O)CC(N(O)c2ccccc2)C1=O (centres undefined)	2.4	-1.8	i	-1.8	-4.8	-1.1	-0.9	3.9	-4.0
CSc1nc2ccccc2cc1/C=C(\C#N)c1cccc(C)c1	2.3	-1.4	i	-6.9	21.1	-1.5	-4.8	6.5	-7.1
CCN1CCN(C(=O)CN(c2ccc(C)cc2)S(C)(=O)=O)CC1	4.4	2.7	i	-1.2	-9.2	0.9	-7.4	-3.2	-0.7
CN(c1ccccc1)S(=O)(=O)c1ccc(NC(=S)NC(=O)c2ccccc2)cc1	30.9	-0.7	i	0.4	19.3	-1.6	-11.8	7.4	-1.6
Cc1ccc(CNC(=O)c2ccc(C#CC(C)(C)O)s2)cc1	5.3	-4.9	i	1.3	1.4	-5.8	-0.3	-5.3	-5.1
COc1ccc(NS(=O)(=O)c2cccc(C(=O)O)c2)cc1S(=O)(=O)N1CCCCC1	-4.2	1.6	i	6.2	-6.0	-4.3	-11.0	3.5	-10.4
CC1CN(C(=O)c2ccccc2Nc2ccc(SC(F)F)cc2)CC(C)O1 (centres undefined)	-0.5	3.5	i	0.6	1.2	6.2	-2.1	2.5	-4.6
CCN1CCN(S(=O)(=O)c2ccc(Cl)c(C(=O)Nc3ccccc3N3CCCC3)c2)CC1	-5.0	1.0	i	-1.9	3.5	-7.0	-2.8	-11.0	-4.2
CCOC(=O)c1ccc(CNCc2ccc(Br)cc2)cc1	16.2	3.4	i	8.7	9.7	-6.6	-5.5	12.6	-8.3
COc1ccc(NC(=O)C2CCN(S(=O)(=O)c3ccc4[nH]c(=O)oc4c3)CC2)c(OC)c1	-21.2	1.9	i	2.7	-5.3	-1.4	-3.0	-7.6	-8.9
Cc1nc([N+](=O)[O-])c(Br)n1CC(=O)c1ccccc1	-5.7	-1.6	i	-5.8	-3.4	2.2	-3.7	-4.4	11.0
Cc1ccc(Nc2nnc(SCC(=O)NC3CC3)s2)cc1	-25.6	1.5	i	0.0	-6.6	4.8	-4.8	-6.5	-8.8
O=C(c1ccc(F)cc1)N(Cc1cccs1)C1CCS(=O)(=O)C1 (centres undefined)	3.4	-5.4	i	-2.7	-3.1	-8.8	-1.9	13.5	-1.1
Cc1ccc(OCCn2cc(C#N)c3ccccc32)cc1	7.5	0.3	i	0.0	31.5	8.4	0.9	-10.4	-7.5
CC1(c2nnnn2Cc2ccccc2)CCC(=O)N1C1CC1 (centres undefined)	.	.	i	6.9	-12.1	12.3	-2.0	0.9	10.9
CCN(c1ccccc1)S(=O)(=O)c1ccc(OC)c(NC(=O)c2cc(F)c(F)c(F)c2F)c1	0.7	3.8	.	-5.2	19.1	-3.5	-6.2	-0.3	-3.4
COc1ccccc1NC(=O)NNC(=O)C(C)Oc1ccc2ccccc2c1 (centres undefined)	5.6	-1.4	i	2.8	2.5	-3.3	-3.9	9.2	9.4
CN(C)C(C)(C)C#CC(O)(c1ccccc1)c1ccccc1	2.6	-0.5	i	-2.3	-3.8	10.7	-5.5	6.6	7.6
Cc1cccc(NC(=O)COC(=O)c2ccccc2SCC(=O)N2CCCC2)c1	9.3	0.0	i	0.5	0.0	3.3	-1.5	-9.6	-2.8
CCc1cc2c(COC(=O)c3cccc(S(C)(=O)=O)c3)cc(=O)oc2cc1O	3.0	2.1	.	-4.6	-1.1	-6.6	-3.5	3.7	-6.3
Fc1ccccc1C1c2[nH]c3ccccc3c2CCN1Cc1ccoc1 (centres undefined)	18.9	0.7	i	-0.3	22.7	-7.8	-11.9	61.9	5.5
O=P(O)(O)c1ccccc1OCCOCCOc1ccccc1P(=O)(O)O	0.4	6.0	i	2.9	-5.4	-28.7	0.2	0.0	-12.9
CC(=O)Nc1cccc(C(=O)OCC(=O)NC(=O)Cc2ccccc2)c1	9.6	1.3	i	-0.3	-3.9	6.7	-0.8	24.1	-7.9

Looked up above:
Under FAS TE block, `Fc1ccccc1C1c2[nH]c3ccccc3c2CCN1Cc1ccoc1` (centres undefined) is entered as 22.7
Under CendR NRP1 mod, `CCc1cc2c(COC(=O)c3cccc(S(C)(=O)=O)c3)cc(=O)oc2cc1O` is entered as -6.6
Under FAS TE block, `CN(C)C(C)(C)C#CC(O)(c1ccccc1)c1ccccc1` is entered as -3.8

More entries
SMILES	MLLE-PAM2 inh	Rin1-Abl PPI inh	Neddyl block	MT1-MMP act inh	FAS TE block	CendR NRP1 mod	MsrA act	SKN-1 inh	E coli Lon inh
O=C(NC1CCCc2ccccc21)C1CCN(S(=O)(=O)N2CCCCCC2)CC1 (centres undefined)	-11.2	-3.2	i	-4.2	-0.3	-3.5	0.5	16.3	-2.4
C=CCc1ccc(O)c(-c2cc(CC=C)ccc2O)c1	1.1	-1.9	.	1.0	16.0	-12.2	-1.1	7.1	2.5
COc1ccc(C)cc1N(C(=O)c1ccc(C#N)cc1)C1=NC(C)(C)CS1	-9.1	4.9	i	3.3	0.0	8.5	-1.3	29.4	5.3
O=C1NCCN1c1ccc(CN2CCN(C3CCCCC3)C(CCO)C2)cc1 (centres undefined)	-10.8	4.2	i	2.9	0.6	-2.3	-13.1	0.0	-12.0
CC1=CC(C)(C)N(C(=O)CSc2ncn[nH]2)c2ccc(C)cc21	-5.0	0.8	i	1.6	-27.0	-6.1	-0.8	5.1	-3.9
CC(C)CC(O)(c1ccccc1)C(CN1CCOCC1)c1ccccc1 (centres undefined)	-5.5	1.7	i	-9.9	15.8	6.8	-0.7	19.1	-5.1
O=C(NC1CC2CCCC(C1)N2Cc1cccs1)N1CCOCC1 (centres undefined)	-3.4	-1.9	i	3.7	-5.6	-2.9	-1.1	19.2	6.4
Nc1nc(NCCCN2CCOCC2)nc(Nc2cccc(F)c2)c1[N+](=O)[O-]	1.2	-3.7	i	-2.6	3.5	6.7	-7.0	23.6	1.9
COc1cc(CNc2ccc3[nH]c(=O)[nH]c3c2)ccc1OCc1ccccc1	-3.9	-0.1	i	3.1	0.9	-1.5	-2.5	-4.6	-2.6
O=C(NCCC(=O)N1CCN(C(=O)c2ccco2)CC1)c1ccc(Br)cc1	14.3	0.7	i	-0.8	0.4	-13.1	-0.3	22.0	-3.8
CCOc1ccccc1NC(=O)C12CC3CC(C1)CC(c1ccc(C)cc1)(C3)C2	-6.5	-4.1	i	1.3	33.7	-1.9	-1.4	25.2	-4.9
CCn1c(CNC(=O)c2ccco2)nnc1SCC(=O)c1ccc(F)cc1	-6.1	2.5	i	1.7	-2.9	8.3	-6.0	-1.4	-4.2
O=C(c1cn(Cc2ccccc2)nc1-c1ccc(Cl)cc1)N1CCN(c2ccccn2)CC1	0.9	0.8	i	6.2	21.3	8.1	-11.9	-1.2	6.5
COc1ccc(C=NN=C2c3ccccc3-c3ccccc32)cc1OC	15.7	-1.9	i	4.2	27.5	6.0	-0.7	11.5	9.0
COc1ccc(C(=O)NCCCN=C2NS(=O)(=O)c3ccccc32)cc1	0.6	1.8	i	-0.3	-2.3	3.0	0.0	-2.3	-9.9
O=C(O)c1ccccc1SCc1nc2ccccn2c1Br	24.2	-2.5	i	-2.8	-4.4	3.8	-2.7	-4.3	7.9
CC1CC(C)CN(C(=O)CCS(=O)(=O)c2ccc3c(c2)NC(=O)CS3)C1 (centres undefined)	-5.0	-1.9	i	-8.4	-3.5	4.2	-1.5	5.0	-2.6
Cc1cc(C)cc(NC(=O)C2CCN(c3nccs3)CC2)c1	-7.1	-6.8	i	-1.2	-7.9	-27.6	-2.0	18.0	-0.4
Cc1cc2c3c(c1)C1(C(=O)N3C(C)(C)CC2C)C(C#N)=C(N)Oc2cc(O)ccc21 (centres undefined)	1.8	-5.5	i	-11.8	24.6	1.4	-9.8	-0.3	4.0
N#C/C(=C/c1cn(CC(=O)O)c2ccccc12)C(=O)Nc1ccccc1	4.0	1.8	i	-0.9	-3.0	-5.1	-9.2	-1.1	7.6
Cc1ccc(NC(=O)CCNC(=O)c2ccc(Br)cc2)cc1S(=O)(=O)N1CCOCC1	-25.5	-0.2	i	11.1	4.4	7.3	-3.2	-21.1	-3.8
O=C(NCCC1=CCCCC1)c1ccc(Cl)c(S(=O)(=O)N2CCOCC2)c1	6.6	-0.1	i	1.4	2.3	-2.8	-4.9	-4.2	3.5
COCCNC(=O)C1CC2Cn3c(nc4ccccc43)C2N1C (centres undefined)	-2.0	-1.4	i	2.6	-14.2	-0.3	5.7	12.6	3.0
CCc1cc(=O)oc2cc(C)c(CN3CCCC3)c(O)c12	-18.7	-3.5	i	-0.3	0.1	-21.5	-9.3	9.1	-1.1
CCOC(=O)CNC(=O)c1sc(NC(=O)c2ccccc2F)nc1C	6.9	-0.2	+	-0.3	-5.9	-9.6	-1.8	-2.5	-4.4
CCn1c(SCC(=O)Nc2cccc(NC(C)=O)c2)nnc1-c1ccco1	2.8	4.4	i	0.3	-3.3	-1.6	-4.4	0.4	-9.4
Cc1cc(C(=O)N2CCCC(C(=O)c3ccc(Cl)cc3C)C2)no1 (centres undefined)	-14.3	-0.1	i	-0.1	5.7	0.0	-9.2	-21.2	12.4
CCOc1nc(NCCO)nc(Nc2ccc([N+](=O)[O-])cc2)n1	4.6	0.7	i	-1.7	1.2	8.6	-11.8	1.4	9.9
Cc1nn(-c2ccccc2)c(N2CCCC2)c1/C=N/NC(=O)c1cc(-c2cccs2)nc2ccccc12	-14.9	-1.6	i	-6.7	80.4*	2.9	-4.7	-0.2	0.0

An excerpt taken from the entries so far:
SMILES	MLLE-PAM2 inh	Rin1-Abl PPI inh	Neddyl block	MT1-MMP act inh	FAS TE block	CendR NRP1 mod	MsrA act	SKN-1 inh	E coli Lon inh
COc1ccc(CN2CCCC2C(=O)Nc2ccc(OC)c(OC)c2)cc1OC (centres undefined)	-3.6	0.3	i	8.8	-7.8	6.4	-8.8	-5.7	4.0
C=CCN([C@@H](CC(C)C)C(=O)OC)S(=O)(=O)N(CC=C)[C@@H](CC(C)C)C(=O)OC	-8.9	0.3	i	-3.7	11.7	-7.4	0.7	13.0	4.1
